# HEK cytotox: HEK 293 cell cytotoxicity; HEK 293 viability, ATP luminescence (CellTiter-Glo), 48-72 h; Potency, µM (doses to about 115 µM), inactives show at the highest dose activity change, negative = cytotoxicity, most hits filed as inhibitors; actives 6.6% (n = 94,000); further: potency means the concentration at half of the fitted maximal effect; nearly all actives have a fitted effect of over 60% in size
#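 Luminescence from cellular ATP, measured with CellTiter-Glo, indicates HEK 293 viability. Cells plated at 250 cells/well are treated with compound for 48 or 72 hr at 37 degree Celsius before reagent addition.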
# SNCA expr inh: reduces expression of the alpha-synuclein gene | HEK-293 SNCA-luciferase knock-in, luminescence, 24 h | Potency, µM (titrated, usually from 57.2 µM), inactives show at the highest dose activity change, negative = inhibition, usual class: inhibitors | actives 0.17% (n = 140,000);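 further: potency means the concentration at half of the fitted maximal effect; plate controls were DMSO cells for no effect and cell-free wells for full effect; nearly all actives have a fitted effect of over 45% in size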
# HEK293 viab: reduces viability of HEK-293 SNCA reporter cells; HEK-293-SNCA-luc viability, GF-AFC fluorescence, 24 h; Potency, µM (titrated, usually from 57.1 µM), for inactives: at the top dose activity change, negative = cytotoxicity, most hits filed as cytotoxic; actives 0.12% (n = 150,000);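 further: potency means the concentration at half of the fitted maximal effect; 0% = DMSO-treated cells and -100% = medium-only wells without cells; nearly all actives have a fitted effect of over 30% in size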
#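 HEK-293-SNCA-luc cells (1500/well) plated 24 h, then exposed 24 h to a dilution series; GF-AFC added 30 min at 37C, fluorescence 405/540 nm; normalised to medium-only and DMSO wells, Hill fit.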
# IP6K1 inhibitor: blocks human inositol hexakisphosphate kinase 1; Q92551; IP6K1 kinase, ADP-Glo luminescence, 2 h; hits give low values; activity change, % (series mostly up to about 58 µM); actives 0.81% (n = 140,000); in the data active means activity change below about -25%
# Target sequence (Q92551 whole entry, looked up): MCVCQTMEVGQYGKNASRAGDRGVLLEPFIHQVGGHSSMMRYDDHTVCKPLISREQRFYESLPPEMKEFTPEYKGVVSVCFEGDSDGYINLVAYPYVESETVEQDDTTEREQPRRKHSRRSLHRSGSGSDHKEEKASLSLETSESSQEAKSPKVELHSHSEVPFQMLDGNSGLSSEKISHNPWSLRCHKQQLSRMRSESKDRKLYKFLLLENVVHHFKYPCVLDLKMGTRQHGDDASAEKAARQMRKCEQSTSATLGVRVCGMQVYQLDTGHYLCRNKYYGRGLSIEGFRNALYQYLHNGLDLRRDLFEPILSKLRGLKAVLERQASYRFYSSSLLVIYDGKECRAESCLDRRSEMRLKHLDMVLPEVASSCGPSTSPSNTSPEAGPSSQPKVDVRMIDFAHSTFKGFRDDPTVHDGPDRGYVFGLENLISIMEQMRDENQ
#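 ADP-Glo luminescence measures ADP made by human IP6K1 during a 2 h RT reaction with ATP/IP6 (mix at 1.3 mM/130 uM); top library doses 57.5 and 19.1 uM final.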
# GPT2 inh: GPT2 alanine aminotransferase inhibition. Q8TD30. Recombinant GPT2, coupled pyruvate oxidase/HRP Amplex Red fluorescence. actives 0.25% (n = 100,000). AID 1671188. Potency, µM (doses to about 57.7 µM), inactives show at the highest dose activity change, negative = inhibition, hits mostly inhibitors; further: potency means the concentration at half of the fitted maximal effect; nearly all actives have a fitted effect of over 60% in size; many of its hits are not listed in these tables
#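 GPT2 10ng/uL, a-KG 250uM, L-Ala 2mM, HEPES pH7.5 + 0.0001% Tween; 30 min RT. Then Amplex mix (PO/HRP/ThPP), 30 min RT dark, fluorescence. AOA 50uM used as positive control.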
# Luciferase inh: blocks purified firefly luciferase enzyme activity; purified P. pyralis luciferase, luminescence, biochemical; Potency, µM (titrated, usually from 115 µM), inactives show at the highest dose activity change, negative = inhibition, hits mostly inhibitors; actives 2.5% (n = 76,000); AID 1347043; further: potency means the concentration at half of the fitted maximal effect; nearly all actives have a fitted effect of over 65% in size
# Target sequence (P08659 whole entry, looked up): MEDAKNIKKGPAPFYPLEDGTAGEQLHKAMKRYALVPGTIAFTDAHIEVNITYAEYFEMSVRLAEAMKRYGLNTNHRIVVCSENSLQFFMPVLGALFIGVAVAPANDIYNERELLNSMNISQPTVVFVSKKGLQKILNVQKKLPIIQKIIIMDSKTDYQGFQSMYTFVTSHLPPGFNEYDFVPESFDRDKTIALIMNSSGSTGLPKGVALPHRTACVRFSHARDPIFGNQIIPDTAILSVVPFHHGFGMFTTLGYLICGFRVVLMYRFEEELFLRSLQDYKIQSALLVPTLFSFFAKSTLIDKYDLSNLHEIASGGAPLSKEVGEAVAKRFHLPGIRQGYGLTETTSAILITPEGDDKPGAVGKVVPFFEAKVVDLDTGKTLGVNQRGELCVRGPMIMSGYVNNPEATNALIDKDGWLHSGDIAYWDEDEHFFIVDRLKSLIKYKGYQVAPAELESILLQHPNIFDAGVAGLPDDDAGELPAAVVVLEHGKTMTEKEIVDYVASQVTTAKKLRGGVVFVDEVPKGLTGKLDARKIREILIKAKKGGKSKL
#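 FLuc 10nM, D-luciferin 10uM, ATP 10uM, Mg acetate 10mM, Tris acetate pH 7.5, Tween/BSA; cpd qHTS; enzyme added last; CCD luminescence.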
# 3T3 cytotox: kills NIH 3T3 cells; NIH 3T3 viability, CellTiter-Glo ATP luminescence, 48-72 h; Potency, µM (top dose mostly 96.7 µM), for the others: top-dose activity change, negative = cytotoxicity, usual class: inhibitors; actives 4.3% (n = 94,000); AID 1345082; further: potency means the concentration at half of the fitted maximal effect; nearly all actives have a fitted effect of over 55% in size
#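 Cytotoxicity is measured as loss of cellular ATP: NIH 3T3 cells (400/well) are exposed to compound for 48 or 72 hr at 37 °C, then CellTiter-Glo luminescence is imaged after 10 min at room temperature.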
# Starred values were filed as active, the others as inactive; i = inactive; ? = inconclusive; · = no result given; & = joins results of further samples; [ ] = dose if it differs, or a comment. Unless noted, the call rests on the fitted dose curve; in most records, active means well fitted curve in the direction sought with a large enough effect; inconclusive means small, poorly fitted or top-dose-only effect, or another doubt; inactive means no such curve, though single readings can be large; an effect the other way counts as inactive or inconclusive. Unless noted, on the % scale 0 is the no-effect control and ±100 the full control effect. Not all compounds are listed; the hit share may differ from the screen's.
SMILES,HEK cytotox,SNCA expr inh,HEK293 viab,IP6K1 inhibitor,GPT2 inh,Luciferase inh,3T3 cytotox
CC(C)(C)NCC(O)c1ccccc1Cl (stereo not drawn),·,-8%,7%,5,i,·,·
COc1ccc(OCC(=O)N2CCN(CCc3ccccn3)CC2)cc1,·,11%,0%,-18,·,·,·
O=[S+]1([O-])NC2(CCN(CC3CCOCC3)C2)COc2ccncc21 (stereo not drawn),i,-5%,1%,-2,-14%,·,i
CCOc1ccccc1-n1c(C(C)N2CCN(C(=O)COc3ccc(Cl)cc3)CC2)nc2ccccc2c1=O (stereo not drawn),·,-8%,?,-16,3%&-9%,·,·
C[C@H](N)CN1CCc2ccc(Br)cc21,·,-2%,4%,·,-2%,·,·
COc1cc2c(cc1OCc1ccccc1)NC(=O)C21CCN(Cc2cccc(O)c2)CC1,35µM*,53%[activator],-16%,-20,4%,?,22µM*
O=C1Nc2ccccc2C12CCN(CC1CC1)CC2,-6%[230 µM],10%[87.6 µM],4%[87.6 µM],-6,-9%[88.5 µM],·,1%[174 µM]
CN(CCc1ccccn1)C[C@H]1CN2CC[C@H]1C[C@@H]2CNS(=O)(=O)c1ccccc1,-10%[172 µM],11%[87.6 µM],-9%[87.6 µM],-6,-16%[88.5 µM],3%[172 µM],-27%[174 µM]
COc1ccc(-c2cc([C@H]3CN4CC[C@H]3C[C@@H]4CNC(=O)Nc3ccccc3)n(C)n2)cc1OC,?,43%[activator],5%,-13,0%,-27%,?
NCCc1ccc(S(=O)(=O)F)cc1,·,-20%,-3%,·,i,·,·
COCC1CN(C2CCC2)CC12CCN(Cc1cccnc1)CC2 (stereo not drawn),-3%,-13%,-2%,7,4%,-12%,-13%
CCOC(=O)[C@H]1CN(C(=O)c2cc(C)oc2C)[C@]2(C)C(=O)N(CCOC)c3ccccc3[C@H]12,?,0%[25.6 µM],-12%[23.9 µM],14,?,·,?
CC(C)NC(=O)OC[C@H]1C[C@@H]2CCN1C[C@@H]2c1cc(C2CCCC2)nc(-c2ccncc2)n1,22µM*,?,-17%,-1,i,-11%,28µM*
c1ccc(CN2CCCC3(CC(c4ccccn4)=NO3)C2)cc1 (stereo not drawn),-11%,20%,-4%,-16,i,·,-14%
O=C(Nc1ccccc1)N(Cc1ccc2c(c1)OCO2)C1CCN(Cc2ccccc2)CC1,·,-23%,-14%,-10,·,·,·
COc1ccc(C(=O)Nc2ccc(Cl)cc2C(=O)c2ccccc2)c(OC)c1,·,-1%,6%,-11,·,·,·
Cc1nc(-c2ccccc2Br)cc([C@H]2CN3CC[C@H]2C[C@@H]3CNC(=O)Nc2ccc(Cl)cc2)n1,22µM*,?,-3%,4,1%,-20%,35µM*
CCCN1CCC[C@@H]2Cc3[nH]ncc3C[C@H]21,·,10%,1%,3,-10%,·,·
O=C(NCc1ccccc1)[C@H]1CN2CC[C@H]1C[C@@H]2Cn1cc(CO)nn1,-18%[172 µM],-10%[87.6 µM],5%[87.6 µM],8,2%[88.5 µM],6%[172 µM],-22%[174 µM]
CCC(CC)C(=O)N1CCC2(CC1)NCc1ccccc1-n1ccnc12,-5%,0%,5%,19,i,5%,2%
CCOC(=O)[C@H]1CN(C(=O)NCc2ccccc2)[C@]2(C)C(=O)N(CC(=O)N(C)C)c3ccccc3[C@H]12,i,50%[activator][25.6 µM],-2%[23.9 µM],-4,-9%[27.3 µM],·,?
CN1CCN(C[C@H]2CN3CC[C@H]2C[C@@H]3CNC(=O)Nc2ccccc2)CC1,4%[172 µM],-5%[87.6 µM],2%[87.6 µM],-3,1%[88.5 µM],14%[172 µM],?
CCc1c(C(=O)C(N)=O)c2c(OCC(=O)OC)cccc2n1Cc1ccccc1,·,·,-9%,-5,i,·,·
C=C1C(=O)CC2OC2(C)CC2OC(=O)C(=C)C2C(O)C1OC(=O)/C(C)=C\C (stereo not drawn),·,·,?,-11,i,·,·
O=C(Nc1ccc2c(c1)OCCO2)c1cccn(Cc2cccc([N+](=O)[O-])c2)c1=O,·,8%,10%,36,·,·,·

# New compounds follow:
SMILES,HEK cytotox,SNCA expr inh,HEK293 viab,IP6K1 inhibitor,GPT2 inh,Luciferase inh,3T3 cytotox
CCOC(=O)[C@H]1CN([S+](=O)([O-])c2cccs2)[C@]2(C)C(=O)N(CC3CC3)c3ccccc3[C@H]12,?,?,?,5,-47%[27.3 µM],·,?
CC(Cc1ccccc1)NCCn1cnc2c1c(=O)n(C)c(=O)n2C (stereo not drawn),·,18%,70%,6,-28%[88.5 µM],·,·
CNC(=O)NC(O)C(Cl)(Cl)Cl (stereo not drawn),·,73%[25.6 µM],6%[23.9 µM],16,-3%,·,·
COc1cccc(CC(=O)N2CCCCCC2CN2CCCC2)c1 (stereo not drawn),?,7%,?,2,i,·,?
CCC(C)C1NC(=O)C2CCCN2C(=O)C(CC(C)C(=O)O)OC(=O)CCNC(=O)C(C)N(C)C(=O)C(C(C)C)N(C)C1=O (stereo not drawn),·,·,-12%[23.9 µM],4,-32%[17.1 µM],·,·
COc1ccsc1CNCC[C@@]1(c2ccccn2)CCOC2(CCCC2)C1,·,·,4%,-9,?,·,·
COc1cccc([C@@H]2CCN(Cc3cccc4nsnc34)C[C@H]2O)c1,?,8%,-9%,-8,-5%,11%,-21%
COc1ccc(-c2cn(C[C@H]3CC4CCN3C[C@@H]4C(=O)N3CCCC3)nn2)cc1 (stereo partly drawn),4%[172 µM],-1%[87.6 µM],-3%[87.6 µM],7,2%[88.5 µM],-1%[172 µM],?
C=CCOc1c(Cl)cc(CNC(C)Cn2cccn2)cc1OC (stereo not drawn),-13%,20%,-1%,-7,-10%,-6%,-4%
O=C(O)C1CC2(CCN(C(=O)CCc3ccncc3)CC2)CN1 (stereo not drawn),-13%,0%,7%,2,-6%,4%,-12%
CSc1cccc(NC(=O)NC[C@H]2C[C@@H]3CCN2C[C@@H]3CN2CCOCC2)c1,-25%[172 µM],7%[87.6 µM],3%[87.6 µM],2,-10%[88.5 µM],1%[172 µM],-25%[174 µM]
CC[C@H]1CN2CC[C@H]1C[C@@H]2CNC(=O)c1ccc(N(C)C)cc1,5%[172 µM],-2%[87.6 µM],2%[87.6 µM],-6,5%[88.5 µM],-1%[172 µM],2%[174 µM]
O=C1NC2(CCCN(Cc3cccnc3)C2)COc2ccccc21 (stereo not drawn),89µM*,?,-5%[87.6 µM],17,3%[88.5 µM],5%[172 µM],35µM*
O=C(NCCc1cnc2ccccn12)C1CC2(CCNCC2)CN1 (stereo not drawn),-7%,16%,2%,9,2%,-4%,-4%
COc1ccccc1NC(=O)N1C[C@@H]2C[C@H](C1)c1c(-c3ccc(Cl)cc3)ccc(=O)n1C2,-5%,2%,-2%,2,i,-6%,-22%
CC(C)NC(=O)OC[C@H]1C[C@@H]2CCN1C[C@@H]2c1cc(-c2ccc3ccccc3c2)nn1C,28µM*,?,?,-6,?,40µM*,28µM*
CN1CCN(C(=O)Cc2c[nH]c3ncc(-c4cccc(O)c4)cc23)CC1,-7%[172 µM],?,2%[87.6 µM],-15,i,?,89µM*
COc1cc2c(cc1OCC1CC1)NC(=O)C21CCN(c2nc(C)cc(C)n2)CC1,?,?,-4%[87.6 µM],-25*,3%[88.5 µM],-4%[172 µM],?
CCOC(=O)C1(c2ccccc2)CCN(CCc2ccc(N)cc2)CC1,·,41%[25.6 µM],-13%[23.9 µM],1,-7%,·,·
O=C1NCN(c2ccccc2)C12CCN(CCCOc1ccc(F)cc1)CC2,·,-14%[25.6 µM],-23%[23.9 µM],5,i,·,·
O=C1CC[C@@]2(O)C3Cc4ccc(O)c5c4C2(CCN3CC2CC2)[C@H]1O5 (stereo partly drawn),·,1%,4%,·,0%,·,·
CCC1(N2CCN(C(=O)COc3cccc(Cl)c3)CC2)CCN(S(C)(=O)=O)C1 (stereo not drawn),?,24%,7%,1,i,-24%,?
Cn1nc(-c2ccc3ccccc3c2)cc1[C@H]1CN2CC[C@H]1C[C@@H]2CNC(=O)N1CCOCC1,?,2%,-6%,1,2%,-12%,?
Cc1ccc(C(=O)N2[C@H]3CC[C@@H]2c2cnc(-c4ccccc4)nc2C3)c(C)c1,?,141%[activator],12%,34,i,20µM*,?
C1CC(NC2CCOCC2)CCN1,4%,-29%,3%,11,-7%,-2%,-7%

# Entries of single compounds, looked up by structure:
# Listed for CCC(C)C1NC(=O)C2CCCN2C(=O)C(CC(C)C(=O)O)OC(=O)CCNC(=O)C(C)N(C)C(=O)C(C(C)C)N(C)C1=O (stereo not drawn) → HEK cytotox: ·; SNCA expr inh: ·; HEK293 viab: -12%[23.9 µM]; IP6K1 inhibitor: 4; GPT2 inh: -32%[17.1 µM]; Luciferase inh: ·; 3T3 cytotox: ·
# Listed for CCOC(=O)[C@H]1CN([S+](=O)([O-])c2cccs2)[C@]2(C)C(=O)N(CC3CC3)c3ccccc3[C@H]12 → HEK cytotox: ?; SNCA expr inh: ?; HEK293 viab: ?; IP6K1 inhibitor: 5; GPT2 inh: -47%[27.3 µM]; Luciferase inh: ·; 3T3 cytotox: ?
# Listed for CC[C@H]1CN2CC[C@H]1C[C@@H]2CNC(=O)c1ccc(N(C)C)cc1 → HEK cytotox: 5%[172 µM]; SNCA expr inh: -2%[87.6 µM]; HEK293 viab: 2%[87.6 µM]; IP6K1 inhibitor: -6; GPT2 inh: 5%[88.5 µM]; Luciferase inh: -1%[172 µM]; 3T3 cytotox: 2%[174 µM]

# Next section.
SMILES,HEK cytotox,SNCA expr inh,HEK293 viab,IP6K1 inhibitor,GPT2 inh,Luciferase inh,3T3 cytotox
CCC(C)C1NC(=O)C2CCCN2C(=O)C(CC(C)C)OC(=O)CCNC(=O)C(C)N(C)C(=O)C(C(C)C)N(C)C1=O (stereo not drawn),·,·,-26%[23.9 µM],1,5%[17.1 µM],·,·
COc1ccc(-c2cc([C@H]3CN4CC[C@H]3C[C@@H]4CNC(=O)C3CCC3)n(C)n2)cc1OC,-18%[172 µM],18%[87.6 µM],-4%[87.6 µM],14,4%[88.5 µM],6%[172 µM],?
CC(=Cc1csc(C)n1)[C@@H]1C[C@H]2O[C@@H]2CCC[C@H](C)[C@@H](O)[C@@H](C)C(=O)C(C)(C)[C@@H](O)CC(=O)O1,·,-35%,-16%,·,0%,·,·
CSc1ccc(-c2ccc(=O)n3c2[C@@H]2C[C@@H](CN(S(C)(=O)=O)C2)C3)cc1,1%[172 µM],19%[87.6 µM],2%[87.6 µM],-1,0%[88.5 µM],10%[172 µM],-1%[174 µM]
c1ccc(C2CN3CCCC3CN2)cc1 (stereo not drawn),5%[230 µM],-6%[87.6 µM],-4%[87.6 µM],-5,2%[88.5 µM],·,?
Cc1cc(CN2CCC3(C2)C(=O)Nc2ccccc23)no1 (stereo not drawn),-1%[172 µM],-1%[87.6 µM],-3%[87.6 µM],-9,0%[88.5 µM],·,-2%[138 µM]
CO[C@H]1C[C@H](O[C@H]2CC[C@]3(C=O)[C@H]4CC[C@]5(C)[C@@H](C6=CC(=O)OC6)CC[C@]5(O)[C@@H]4CC[C@]3(O)C2)O[C@H](C)[C@H]1O,·,·,-34%[23.9 µM],-1,-2%[27.3 µM],·,·

# Compound activity from PubChem.
